# EPAC2 agonist = agonists of human EPAC2 (RAPGEF4); Q8WZA2; EPAC2 activation, biochemical qHTS; response scale: 100% = 6.5 mM cAMP response; Potency, µM (highest dose often 154 µM), without a hit: at the top dose activation, actives largely listed as activators; actives 0.079% (n = 360,000); also: potency is read from the fitted curve at half-maximal effect; nearly all actives have a fitted effect of over 50% in size
#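 Readout is BODIPY fluorescence (480 nm excitation, 540 nm emission), which falls as labeled GDP is exchanged off Rap1B. EPAC2 at 100 nM acted on 250 nM RAP1B-BODIPY-GDP with 50 uM GDP present.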
# CCT modulator = changes cytosolic chaperonin activity; purified chaperonin ATPase assay, HTRF ADP detection, 30 min; actives 0.3% (n = 360,000); activity change, % (test concentration not listed), hits read low; in the data active = activity change below about -30%; also: % is scaled to controls: 0 for no effect and ±100 for the full control effect
#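 TRiC (40 or 20 nM final, by batch activity) in 30 mM Tris pH 7.4, 100 mM KCl, 5 mM MgCl2, 1 mM DTT was treated with compound at 76 uM single dose, then 10 uM ATP, 30 min at 37 °C. ADP was read by HTRF Transcreener.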
# WRN inhibitor = inhibitors of human WRN helicase; Q14191; WRN helicase unwinding, fluorescent forked duplex, kinetic; Potency, µM (titrated, usually from 114 µM), for inactives: top-dose activity change, negative = inhibition, most hits filed as inhibitors; actives 0.46% (n = 360,000); also: potency is read from the fitted curve at half-maximal effect; % is scaled to controls: 0 for no effect and ±100 for the full control effect; nearly all actives have a fitted effect of over 55% in size
#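 WRN at 20 nM final was preincubated with compound for 15 min at room temperature; reaction started with 100 nM forked duplex oligonucleotide carrying fluorophore and quencher plus 2 mM ATP (final). Unwinding followed kinetically by red fluorescence (ex 525/em 598 nm).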
# IL2 activator = activates IL-2 in a cell-based reporter assay. IL-2 activation reporter assay, cell-based qHTS; stimulated with anti-CD3/CD4/CD28 beads; in transgenic mouse T cells. activation, % (series mostly up to about 46 µM). actives 0.065% (n = 360,000). AID 652025; in the data active = activation above about 50%; inconclusive = mostly about 30% to 49%; also: 0% is about no effect
#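 Readout: EGFP and DsRed signals by fluorescent plate cytometry. Unstimulated transgenic mouse T cells received compound 60 min before antibody-bead stimulation, then incubated 18 h at 37 degrees C.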
# PI5P4K alpha inh = inhibitors of human PI5P4K alpha | P48426 | max response, % | actives 1.2% (n = 330,000) | PI5P4Kalpha enzyme, ADP-Glo luminescence, 60 min; stronger effect = lower value; active = max response of -50% or lower; inconclusive = between -30% and -50%; inactive = -30% or higher; also: value at the top dose of about 77 µM; % is scaled to controls: 0 for no effect and ±100 for the full control effect
#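 Quantitative HTS of the MLSMR library against PI5P4Kalpha with substrate. ATP added last at 5 microM final; room temperature, 60 minutes. Remaining ATP depleted, ADP converted and read as luminescence.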
# EPAC1 agonist = agonists of human EPAC1 | O95398 | EPAC1 agonist qHTS, biochemical assay; response scale: 100% = response to 6.5 mM cAMP | Potency, µM (titrated, usually from 154 µM), for inactives: at the top dose activation, usual class: activators | actives 0.073% (n = 360,000); also: potency is read from the fitted curve at half-maximal effect; nearly all actives have a fitted effect of over 60% in size
# Target sequence (O95398 whole entry, looked up): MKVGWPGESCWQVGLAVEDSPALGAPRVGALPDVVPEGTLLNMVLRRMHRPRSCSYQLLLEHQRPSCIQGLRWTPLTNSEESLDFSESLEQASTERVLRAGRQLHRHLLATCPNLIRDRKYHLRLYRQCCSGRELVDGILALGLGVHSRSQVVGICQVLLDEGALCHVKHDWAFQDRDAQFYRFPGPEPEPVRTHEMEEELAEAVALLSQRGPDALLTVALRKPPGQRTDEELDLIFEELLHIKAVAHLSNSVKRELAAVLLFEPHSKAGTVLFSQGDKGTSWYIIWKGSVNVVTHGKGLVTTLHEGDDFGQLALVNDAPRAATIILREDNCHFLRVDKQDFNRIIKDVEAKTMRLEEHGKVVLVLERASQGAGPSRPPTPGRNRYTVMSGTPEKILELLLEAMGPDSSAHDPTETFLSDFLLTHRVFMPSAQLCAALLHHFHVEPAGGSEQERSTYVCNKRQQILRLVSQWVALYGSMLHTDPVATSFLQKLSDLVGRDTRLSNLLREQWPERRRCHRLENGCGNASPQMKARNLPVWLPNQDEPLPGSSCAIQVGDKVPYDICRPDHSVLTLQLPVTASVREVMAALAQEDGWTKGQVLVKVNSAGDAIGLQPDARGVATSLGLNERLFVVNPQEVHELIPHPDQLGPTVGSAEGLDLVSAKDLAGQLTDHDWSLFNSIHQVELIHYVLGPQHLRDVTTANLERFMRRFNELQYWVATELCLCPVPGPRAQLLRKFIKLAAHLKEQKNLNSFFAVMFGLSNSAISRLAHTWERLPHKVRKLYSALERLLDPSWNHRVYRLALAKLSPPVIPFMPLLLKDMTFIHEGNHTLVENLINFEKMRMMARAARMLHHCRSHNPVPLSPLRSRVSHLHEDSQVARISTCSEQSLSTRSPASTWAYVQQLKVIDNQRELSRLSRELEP
#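 Fluorescent GDP-exchange assay: 100 nM EPAC1 with 250 nM Rap1B preloaded with BODIPY-GDP and 50 uM GDP; compounds tested as concentration series, 5 min at room temperature, then read every 5 min for 30 min (ex 480/em 540 nm); normalized to 6.5 mM cAMP.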
# EPAC1 antag = antagonists of human EPAC1. O95398. EPAC1 GEF assay, Rap1b-BODIPY-GDP exchange fluorescence. Potency, µM (doses to about 115 µM), for the others: at the highest dose activity change, negative = inhibition, hits mostly inhibitors. actives 0.14% (n = 360,000). AID 720709;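 also: potency is read from the fitted curve at half-maximal effect; plate controls were vehicle for no effect and positive control for full effect; nearly all actives have a fitted effect of over 50% in size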
# PLK1 PBD block = inhibitors of human PLK1 polo-box domain binding; Potency, µM, without a hit: max response, negative = inhibition, hits mostly inhibitors; actives 2.8% (n = 360,000); Plk1 PBD binding of FITC phosphopeptide, fluorescence polarization; also: potency is read from the fitted curve at half-maximal effect; series mostly up to about 57 µM; % is scaled to controls: 0 for no effect and ±100 for the full control effect; nearly all actives have a fitted effect of over 65% in size
# * marks the source's active call; other numbers are inactive results; ? = inconclusive; nt = no result given; [ ] = another dose, or the depositor's remark. Unless noted, calls follow the shape of the dose curve; as a rule, active = well fitted curve in the direction sought with a large enough effect; inconclusive = small, poorly fitted or top-dose-only effect, or another doubt; inactive = no such curve, though single readings can be large; an effect the other way counts as inactive or inconclusive. Only part of the results is shown. The share of hits here may be higher or lower than overall.
SMILES,EPAC2 agonist,CCT modulator,WRN inhibitor,IL2 activator,PI5P4K alpha inh,EPAC1 agonist,EPAC1 antag,PLK1 PBD block
NS(=O)(=O)c1ccc(NC(=O)COC(=O)c2c3c(nc4ccccc24)/C(=C\c2ccc4c(c2)OCO4)CCC3)cc1,-3%,-0.8,-9%,-0.8,-18,-1%,-7%,6%
N#CCCN(C(=O)COC(=O)c1ccc2c(c1)NC(=O)CS2)c1ccc2c(c1)OCCO2,11%,1.4,6%,0.2,1,-2%,-24%,-9%
CCCN1C(=O)/C(=C/c2cc(C)n(C)c2C)SC1=Nc1ccc(OCC)cc1,10%,0.8,-4%,0.6,0,-2%,-21%,2%
CCSc1nc(=S)n(CC)c(C)c1C(C)=O,4%,-4.4,-4%,3.9,nt,4%,0%,-7%
CCOC(=O)C1=C(c2ccccc2)NC(=O)NC1c1cc(Br)c(O)c(OC)c1 (stereo not drawn),-3%,2.6,-8%,-0.8,-2,1%,-10%,-5%
COc1ccccc1C(=O)CSc1nnc(-c2ccco2)o1,2%,-1.3,-4%,6.8,4,3%,5%,2%
COc1cccc(CNC(=O)CSc2nc(=O)n(Cc3ccncc3)c3c2CCC3)c1,-1%,-5.3,-4%,-5.7,14,4%,3%,-4%
Cn1c(SCc2ccccc2)nc2ccsc2c1=O,22%,-0.4,-4%,0.7,4,2%,-2%,-12%
CCOC(=O)NC(=O)CSc1nc2ccc([N+](=O)[O-])cc2[nH]1,6%,0.5,-7%,-0.2,-13,12%,-4%,-23%
COC(=O)c1ccccc1S(=O)(=O)NCc1nc2nc(C)cc(C)n2n1,5%,2.8,1%,1.1,4,-12%,7%,0%
O=C(Nc1nc2ccccc2s1)NC1CCCCC1,4%,-0.7,1%,-0.6,-2,6%,-18%,-8%
CCCCC[C@H]1CN(Cc2ccccc2)C(=O)[C@@H]1CC(=O)NCc1ccccc1,4%,-3.8,-10%,-0.1,0,-15%,-11%,-8%
CCCc1nc2nc(C)c(NS(=O)(=O)c3ccc(C)c(C)c3)c(=O)n2[nH]1,2%,0.1,-5%,2.7,-1,7%,6%,-3%
Brc1cccc(OCCSc2ncccn2)c1,15%,-4.8,1%[57.1 µM],-0.7,7,17%,-9%,13µM*
CCNS(=O)(=O)c1ccc(CCC(=O)NC2CCCC2)cc1,10%,-0.3,4%,-1.2,-7,-1%,19%,-9%
CC(C)(C)C(=O)Nc1nnc(SCC(=O)NCc2cccs2)s1,2%,1.2,-1%,-0.4,-1,0%,2%,-11%
CN(C(=O)c1ccc(NC(=O)C2CCN(C(=O)OC(C)(C)C)CC2)cc1)C1CCC1,-11%,-1.7,9%,-2.5,5,0%,3%,-3%
COc1ccc(Cl)cc1NC(=O)CN1CCC(n2nnc3ccccc32)CC1,2%,0.0,-1%,-3.5,0,-4%,13%,-2%
Cc1ccc2nc(CSc3nnc(-c4ccco4)o3)cc(=O)n2c1,4%,-0.1,-34%,-3.2,nt,-4%,3%,-9%
COc1ccc([C@H]2CC(=O)C=C(C#CC(C)(C)C)C2)cc1,4%,0.5,-4%,-2.9,15,-15%,3%,-4%
CN1OC[C@@H]2CN(C(=O)Cc3ccccc3)[C@H](c3ccccc3Br)C[C@@H]21,5%,0.4,-7%,-3.4,-2,-6%,-24%,-9%
COc1cc(OC)cc(C(=O)NNC(=O)C2CCCC2)c1,-4%,-0.5,3%[57.1 µM],-0.8,-3,0%,1%,5%
C/C(=N\N=C1/NC(=O)C(C)S1)c1ccc([N+](=O)[O-])cc1 (stereo not drawn),10%,-0.3,-19%,0.6,-5,4%,-13%,-16%
C[C@@]12C(=O)N(Cc3ccc(-c4ccccc4)cc3)CC(=O)N1[C@H](/C=C/c1ccccc1)[C@@H]1C(=O)N(c3ccccc3)C(=O)[C@@H]12,-7%,0.3,-7%,-4.9,15,-34%[inhibitor],-10%,-14%
COc1cccc(NC(=O)Cc2ccccc2)c1,12%,1.9,7%,0.3,0,-3%,9%,-2%
C=CCn1c(SC(C)C(=O)NC2CC2)nnc1-c1ccoc1C (stereo not drawn),1%,-0.7,6%,-4.1,2,-10%,6%,0%
C=CCc1cccc2cc(C(=O)N(C)C)c(=O)oc12,-10%,0.6,2%,-0.2,nt,-1%,0%,-9%
COC(=O)c1ccc(COc2ccc(C(=O)c3ccccc3)cc2)o1,7%,0.0,-34%,-4.4,4,3%,-9%,-8%
CCn1cc(C(=O)NCCC2=CCCCC2)c(=O)c2cc(S(=O)(=O)N(C)C)ccc21,12%,-1.2,-3%,-2.8,3,3%,-8%,2%
COCC(C)N1C(=O)Cc2c1nc(N)c1c(N)nc(N3CCN(c4ccccc4F)CC3)c(C#N)c21 (stereo not drawn),9%,-0.2,-5%,-1.3,-10,-3%,-9%,-1%
CCOC(=O)CC1CCCCN1Cc1nc(-c2ccc(F)c(OC)c2)oc1C (stereo not drawn),-1%,-1.7,-3%,-1.7,1,-12%,2%,-7%
Cc1ccccc1-c1nnc(SCC(=O)N2CCCC2)o1,11%,-0.6,-31%,-0.1,2,-1%,-30%,-8%
Cc1cccnc1NC(=O)c1ccc(NS(=O)(=O)/C=C/c2ccccc2)cc1,-1%,1.3,0%,-1.5,-2,-3%,-4%,-2%
C[C@@]12C(=O)N(Cc3ccccc3)CC(=O)N1[C@H](/C=C/c1ccccc1)[C@@H]1C(=O)N(c3ccccc3)C(=O)[C@@H]12,-7%,0.1,1%,-1.3,1,-27%,4%,3%
COc1cnn(-c2cccc(Cl)c2)c(=O)c1Cl,9%,-2.4,7%,-0.4,-8,-3%,-15%,0%
OC(COc1ccc2cc(Br)ccc2c1)Cn1ccnc1 (stereo not drawn),7%,-0.2,7%,-2.7,17,-9%,24%,2%
C[C@H](NC(=O)[C@H]1N2C(=O)c3ccccc3C2SC1(C)C)C(=O)NCC1CCCO1 (stereo partly drawn),-3%,1.6,6%,-2.4,-1,3%,7%,-5%
Cc1cc(C)n(CC(=O)n2c3c(c4ccccc42)CCCC3)n1,3%,0.0,-7%,-2.3,-3,-4%,-1%,-11%
CCOC(=O)c1cnc(SC)nc1Sc1ccccc1Cl,28%,1.3,-7%,-0.4,29,12%,9%,-1%
Cc1csc(NC(=O)c2cc(-c3ccncc3)nc3ccccc23)n1,-2%,-1.6,-10%,-1.8,?,-8%,-20%,-1%
CCCCNC(=S)NNC(=O)c1ccco1,13%,-2.7,3%,1.7,nt,3%,-17%,-8%
CC(C)n1cnc2cc(NC(=O)c3ccco3)ccc21,13%,0.4,?,0.4,-6,3%,-26%,-9%
CCOCc1cc(CN2CCCC(CNC(=O)c3ccco3)C2)ccc1OC (stereo not drawn),0%,-1.7,16%,-1.6,3,-10%,11%,2%
O=C(Oc1ccc(C(=S)N2CCOCC2)cc1)c1ccc(F)cc1,-3%,-2.4,14%,0.4,-1,-5%,-7%,21µM*
C/C(=N\NC(=O)CN1CCOCC1)C(C)(C)C,-3%,-1.9,5%,0.5,nt,-1%,10%,1%

# As a working copy, some entries already given:
SMILES,EPAC2 agonist,CCT modulator,WRN inhibitor,IL2 activator,PI5P4K alpha inh,EPAC1 agonist,EPAC1 antag,PLK1 PBD block
Cc1ccccc1-c1nnc(SCC(=O)N2CCCC2)o1,11%,-0.6,-31%,-0.1,2,-1%,-30%,-8%
Cc1cccnc1NC(=O)c1ccc(NS(=O)(=O)/C=C/c2ccccc2)cc1,-1%,1.3,0%,-1.5,-2,-3%,-4%,-2%
C[C@@]12C(=O)N(Cc3ccccc3)CC(=O)N1[C@H](/C=C/c1ccccc1)[C@@H]1C(=O)N(c3ccccc3)C(=O)[C@@H]12,-7%,0.1,1%,-1.3,1,-27%,4%,3%
COc1cnn(-c2cccc(Cl)c2)c(=O)c1Cl,9%,-2.4,7%,-0.4,-8,-3%,-15%,0%
OC(COc1ccc2cc(Br)ccc2c1)Cn1ccnc1 (stereo not drawn),7%,-0.2,7%,-2.7,17,-9%,24%,2%
C[C@H](NC(=O)[C@H]1N2C(=O)c3ccccc3C2SC1(C)C)C(=O)NCC1CCCO1 (stereo partly drawn),-3%,1.6,6%,-2.4,-1,3%,7%,-5%
Cc1cc(C)n(CC(=O)n2c3c(c4ccccc42)CCCC3)n1,3%,0.0,-7%,-2.3,-3,-4%,-1%,-11%
CCOC(=O)c1cnc(SC)nc1Sc1ccccc1Cl,28%,1.3,-7%,-0.4,29,12%,9%,-1%
Cc1csc(NC(=O)c2cc(-c3ccncc3)nc3ccccc23)n1,-2%,-1.6,-10%,-1.8,?,-8%,-20%,-1%
CCCCNC(=S)NNC(=O)c1ccco1,13%,-2.7,3%,1.7,nt,3%,-17%,-8%
CC(C)n1cnc2cc(NC(=O)c3ccco3)ccc21,13%,0.4,?,0.4,-6,3%,-26%,-9%
CCOCc1cc(CN2CCCC(CNC(=O)c3ccco3)C2)ccc1OC (stereo not drawn),0%,-1.7,16%,-1.6,3,-10%,11%,2%

# Continued.
SMILES,EPAC2 agonist,CCT modulator,WRN inhibitor,IL2 activator,PI5P4K alpha inh,EPAC1 agonist,EPAC1 antag,PLK1 PBD block
CCOCc1nnc(NC(=O)c2cccc(OC)c2)s1,-3%,-3.5,6%,0.8,2,6%,0%,-26%
CCCCN(C(=O)c1ccc(S(=O)(=O)N2CCC(C)CC2)cc1)C1CCS(=O)(=O)C1 (stereo not drawn),-8%,1.5,-10%,-0.7,-1,-2%,-3%,-1%
CC1CCN(C(CNS(=O)(=O)c2ccccc2)c2ccccc2)CC1 (stereo not drawn),5%,0.2,-5%,0.5,5,-3%,-9%,-12%
CCc1cc2c(SCC(=O)NC3CCS(=O)(=O)C3)ncnc2s1 (stereo not drawn),-2%,3.2,-3%[57.1 µM],-0.1,1,-13%,6%,-8%
CC(=O)OC1COC(OC(C)=O)CO1 (stereo not drawn),0%,-3.7,3%,1.2,?,-2%,5%,-1%
Cc1ccc([N+](=O)[O-])cc1NC(=O)C1CCN(S(C)(=O)=O)CC1,18%,-2.3,-1%,0.2,-5,-14%,-13%,-9%
O=c1c(-c2ccc(Cl)cc2)[n+]([O-])c2ccccc2n1O,?,1.5,3%,-0.3,-1,1%,-3%,-8%
Cc1nc2c(-c3ccc(F)cc3)c(C)nn2c(C)c1CCC(=O)Nc1ccc(F)cc1F,-5%,-0.6,0%,-1.0,-1,2%,-3%,-14%
N#CCS(=O)(=O)c1ccccc1,?,-1.4,3%,-2.3,-1,0%,-3%,-10%
